# Growth percent in the NCI-60 one-dose screen (48 h, 10 µM unless noted): 100 = growth as untreated, 0 = no growth, -100 = all killed.
# IGROV1: IGROV1 ovarian cancer; 4.7% of 79,000 active; AID 1794786
# OVCAR-3: OVCAR-3 ovarian cancer; 7% of 79,000 active; AID 1794787
# OVCAR-8: OVCAR-8 ovarian cancer. 4.4% of 81,000 active
# DU-145: DU-145 prostate cancer; 4.2% of 81,000 active; AID 1794760
# OVCAR-5: OVCAR-5 ovarian cancer | 2.9% of 82,000 active | AID 1794783
# PC-3: PC-3 prostate cancer cells; 3.9% of 80,000 active; AID 1794754
# SK-OV-3: SK-OV-3 ovarian cancer cells | 3.2% of 80,000 active | AID 1794785
# OVCAR-4: OVCAR-4 ovarian cancer cells. 3.7% of 80,000 active
# The depositor's hits bear a star; nt = not tested or not shown; & = joins results of further samples; [ ] = another dose, or the depositor's remark. The calls were made as follows: active = growth percent below 10; inactive = the rest.
SMILES,IGROV1,OVCAR-3,OVCAR-8,DU-145,OVCAR-5,PC-3,SK-OV-3,OVCAR-4
O=C(O)c1ccc(-n2cc(CNc3ccc(OC(F)(F)F)c(C(F)(F)F)c3)c(-c3ccc(F)cc3)n2)cc1,86,115,92,104,105,87,119,99
Cc1nnc(NS(=O)(=O)c2ccc(N=Nc3cc(N=Nc4ccccc4)c(N)nc3N)cc2)s1,43,85,86,102,109,80,91,108
Cc1c(/C=C2\SC(=S)N(Cc3ccco3)C2=O)c2ccccc2n1C,84,109,94,105,96,89,93,104
Cc1cc(C)c(C(=O)CCC[n+]2ccccc2)c(C)c1,100,99,102,106,103,83,82,109
Nc1c(Cl)cc(C(=O)O)cc1Cl,112,113,108,109,113,92,99,96
CC(C)C(NC(=O)OCc1ccccc1)C(=O)N(C(=O)NC1CCCCC1)C1CCCCC1 (stereo unspecified),83,89,101,94,82,58,94,81
CCOc1ccc2nc(NC(=O)Nc3cccc(Cl)c3)sc2c1,108,92,90,87,94,101,139,92
COc1ccc(C(=O)COc2ccc(/C=C3\CSc4ccccc4C3=O)cc2)cc1,nt,93,104,120,nt,nt,107,110
Clc1ccc2c(NCCCn3cnc4c(N5CCCCC5)nc(Cl)nc43)ccnc2c1,76,82,90,87,90,66,90,73
O=C(NCCO)c1ccncc1,103,104,91,107,104,88,93,104
COc1ccc(/C=N/N=C2/C(=O)Nc3ccc(OC)cc32)c(OC)c1,109,83,109,105,123,106,93,105
COc1ccc(NC(=O)CSc2nc3ccc(OC)cc3[nH]2)cc1,96,97,91,101,94,85,90,102
CCOC(=O)C1CCCC1O (stereo unspecified),107,113,94,109,103,107,106,109
O=C(O)c1cccc(S(=O)(=O)Cl)c1,103,105,98,110,100,84,81,100
COc1ccc(OC)c(/C(C)=N/NC(=O)CSc2nc3ccccc3c(=O)n2CCc2ccc(S(N)(=O)=O)cc2)c1,101,108,94,105,89,98,155,93
COc1ccc(-n2nnc(C(=O)NCCc3c[nH]c4ccc(F)cc34)c2C)cc1,107,103,99,107,101,87,90,107
Cc1ccc(C)c(N2CCN(c3ccncc3N)CC2)c1,80,53,97,72,76,57,96,74
N#Cc1ccc([N+](=O)[O-])cc1OCCN1CCCCC1,109,106,106,109,103,97,105,102
CC(C)/C=N\O,100,119,nt,122,109,100,110,119
Cc1ccnc(NS(=O)(=O)c2ccc(N=Nc3ccc(N)nc3N)cc2)n1,119,102,98,114,96,100,96,110
COc1ccc(-c2c(C#N)cnc(C)c2C)c(O)c1OC,110,112,101,105,103,98,98,nt
Cc1ccc(NS(=O)(=O)c2ccc(-c3cnc(C4CC4)o3)cc2)cc1,40,-2.0*,49,50,49,50,nt,59
CC1(c2ccccc2)NC(=O)N(CC(=O)Nc2ccc(C(=O)/C=C/c3ccccc3)cc2)C1=O (stereo unspecified),62,38,65,62,89,32,121,61
C1CCc2[nH]nc(-c3n[nH]c4c3CCCCC4)c2CC1,114,120,107,113,112,94,110,112
O=C1C=C(O)C2=C(CCCC2)C1=O,94,108,98,109,92,81,97,98
CCCNc1nnc(COc2ccc(CNC(=O)CCCC/C=C/C(C)C)cc2OC)o1,103,98,99,103,93,97,94,94
CC(C)(O)CCl,nt,114,102,109,108,102,119,129
COc1ccc2c(c1)OC(N)=C(C#N)C2c1ccc(F)c(F)c1 (stereo unspecified),53,16,34,30,52,24,29,74
O=C1CS/C(=N/S(=O)(=O)c2ccc(NNc3c4ccccc4nc4ccccc34)cc2)N1c1ccccc1,96,87,95,100,107,75,98,89
Cc1c(Br)cccc1NC(=O)c1c(N)c2cc3c(nc2n1C)CCCC3,89,90,100,98,96,87,95,90
CN(C)CCCn1c2c(c3ccc(-c4ccn[nH]4)cc3c1=O)C(=O)c1ccccc1-2,41,67,24,4.8*,59,52,24,78
c1ccc2c(c1)Nc1ccc3ccccc3c1S2,85,91,87,104,109,72,88,81
S=C(NC1CCCCC1)NC1CCCCC1,92,103,101,118,101,82,127,115
Cc1cc(C)c2c(Cn3cc(Cn4c(=O)n(Cc5cn(Cc6cc(=O)oc7cc(C)cc(C)c67)nn5)c5ccccc54)nn3)cc(=O)oc2c1,90,98,101,95,98,95,nt,93
N#Cc1c(Nc2ccccc2)nn2c(-c3ccc4ccccc4c3)ccnc12,100,117,104,102,98,107,106,107
CCN(CC)CCC(CNc1c(C)cnc2cc(Cl)ccc12)c1ccc(Cl)cc1 (stereo unspecified),46,71,62,79,55,56,82,57

# 4 entries drawn at random from the list so far:
SMILES,IGROV1,OVCAR-3,OVCAR-8,DU-145,OVCAR-5,PC-3,SK-OV-3,OVCAR-4
O=C1CS/C(=N/S(=O)(=O)c2ccc(NNc3c4ccccc4nc4ccccc34)cc2)N1c1ccccc1,96,87,95,100,107,75,98,89
Cc1cc(C)c2c(Cn3cc(Cn4c(=O)n(Cc5cn(Cc6cc(=O)oc7cc(C)cc(C)c67)nn5)c5ccccc54)nn3)cc(=O)oc2c1,90,98,101,95,98,95,nt,93
CCN(CC)CCC(CNc1c(C)cnc2cc(Cl)ccc12)c1ccc(Cl)cc1 (stereo unspecified),46,71,62,79,55,56,82,57
CN(C)CCCn1c2c(c3ccc(-c4ccn[nH]4)cc3c1=O)C(=O)c1ccccc1-2,41,67,24,4.8*,59,52,24,78

# More records follow:
SMILES,IGROV1,OVCAR-3,OVCAR-8,DU-145,OVCAR-5,PC-3,SK-OV-3,OVCAR-4
c1ccc(C2(c3ccccc3)CCCO2)cc1,100,109,97,117,82,91,100,92
COc1ccc(-n2cc(-c3ccc(Br)cc3)nc2SCC(=O)c2ccc(C)cc2)cc1,92,87,64,93,112,86,92,63
CCCCS(=O)(=O)Nc1ccc(Cl)cc1,109,122,101,117,113,101,100,109
Nc1nc(=S)cc(Cl)[nH]1,97,111,108,109,107,107,105,108
CCCCCNC(C)(C)COC(=O)c1ccc([N+](=O)[O-])cc1,91,109,99,115,85,97,nt,nt
CCOc1ccc2ncc(C#Cc3cncc(C(=O)Nc4ccc(CN5CCN(C)CC5)c(C(F)(F)F)c4)c3)n2n1,-58*,-79*,-61*,-97*,-87*,-35*,46,-61*
COc1ccc(-n2nc(C(=O)Nc3ccc(C(=O)O)cc3)nc2-c2cc(OC)c(OC)c(OC)c2)cc1,100,111,104,122,103,85,95,100
CCn1c(SCc2ccc(OC)cc2)nnc1-c1nn(-c2ccc(Cl)cc2Cl)c(-c2ccc(Cl)cc2)c1C,97,66,96,91,96,49,86,66
Cc1ccc(/C=C(\C#N)n2nnc3cc(F)c(F)cc32)cc1,2.8*,7.9*,6.8*,-3.4*,-4.6*,21,54,46
O=C(NCCc1c[nH]c2ccccc12)c1cc(S(=O)(=O)NCCc2c[nH]c3ccccc23)c(O)c(O)c1O,78,69,89,95,117,80,60,84
COc1ccc(C2CC(c3ccccc3)=NN2C(=O)CSc2nnc(NC(=O)C(Cl)Cl)s2)cc1 (stereo unspecified),96,113,102,106,102,96,95,102
O=c1[nH]c2ccc(Oc3ncccn3)cc2c(=O)n1Cc1cccc(NC(=S)Nc2c(Cl)cccc2Cl)c1,90[8.75 µM],96[8.75 µM],91[8.75 µM],97[8.75 µM],100[8.75 µM],88[8.75 µM],107[8.75 µM],94[8.75 µM]
CCCCCCCCN1C(=O)/C(=c2\sc3n(c2=O)NC2C(N=3)N(CC)C(=O)N2CC)c2ccccc21 (stereo unspecified),98,92,89,99,90,86,95,89
COC(=O)C1(C)COP(=O)(Nc2ccc(OC)cc2)OC1 (stereo unspecified),108,107,101,111,108,100,108,108
O=C1C2C3C=CC(C3)C2C(=O)N1c1ncc([N+](=O)[O-])s1 (stereo unspecified),112,121,107,116,108,101,108,nt
C=C1C(=O)O[C@H]2[C@H]1CC/C(COC(=O)/C=C\C(=O)NCc1ccc(Cn3c(=O)sn(CCCl)c3=O)cc1)=C\CC[C@@]1(C)O[C@@H]21,35,36,87,58,91,95,115,96
O=C(O)c1cc2cc(Br)ccc2c(Br)c1O,94,101,102,104,95,83,98,112
CC(C)(C)[Si](C)(C)OCC1OC(n2cnc3c(NC(=O)c4ccccc4)ncnc32)CC1O (stereo unspecified),114,113,100,109,nt,97,99,107
CN1CCc2c(sc3ncnc(N/N=C/c4cc(Br)c(O)c(Br)c4)c23)C1,110,120,113,109,100,112,110,104
COc1ccc(C(OC(=O)C2CCc3cc(F)ccc3O2)C(=O)NC(C)(C)C)cc1 (stereo unspecified),92,nt,98,nt,107,90,99,98
O=c1c(Cc2ccncc2)c[nH]c2ccc(Cl)cc12,100,115,106,117,90,nt,97,100
CN1C(=O)NC2(CCCC2)C1=O,145,116,110,106,98,100,nt,113
CCCCC(O)(CCCC)CCCC,114,92,90,110,99,96,96,114
COc1ccc(C2=NN(C(C)=O)C(c3sc(N(C)Cc4ccccc4)nc3Cl)C2)cc1 (stereo unspecified),83,101,105,101,102,92,91,94

# A second format for part of the listing above:
# Values run as follows: IGROV1	OVCAR-3	OVCAR-8	DU-145	OVCAR-5	PC-3	SK-OV-3	OVCAR-4
- Cc1ccnc(NS(=O)(=O)c2ccc(N=Nc3ccc(N)nc3N)cc2)n1
  119	102	98	114	96	100	96	110
- COc1ccc(-c2c(C#N)cnc(C)c2C)c(O)c1OC
  110	112	101	105	103	98	98	nt
- Cc1ccc(NS(=O)(=O)c2ccc(-c3cnc(C4CC4)o3)cc2)cc1
  40	-2.0*	49	50	49	50	nt	59

# Next part:
SMILES,IGROV1,OVCAR-3,OVCAR-8,DU-145,OVCAR-5,PC-3,SK-OV-3,OVCAR-4
CNc1ccc(N)cc1,101,112,113,121,106,96,114,90
NCC(O)CC(=O)O (stereo unspecified),107,112,98,112,93,102,88,101
NC[C@H]1O[C@@H](O[C@H]([C@H]2O[C@@H](n3ccc(=O)[nH]c3=O)[C@H](O)[C@@H]2O)[C@H](NCCCC(=O)NCc2ccc(N3CCC(Oc4ccc(OC(F)(F)F)cc4)CC3)cc2)C(N)=O)[C@H](O)[C@@H]1O,95,108,98,104,93,89,102,95
O=S(Cc1ccccc1)/C(=C/n1c(=S)[nH]c2ccccc21)c1ccccc1 (stereo unspecified),98,113,98,114,103,84,94,93
N#CC1C=CN(CC(N)=O)c2ccc3cccnc3c21 (stereo unspecified),101,109,98,108,99,84,97,99
COc1ccc(NC(=O)c2c(Nc3ccccc3)nn3cc(-c4nc5ccccc5s4)c(N)nc23)cc1,103,108,104,108,107,96,105,105
Cc1cc(N=NC(=N)N)ccc1NN=C(N)N,593,119,98,121,84,85,105,101
C#CC1(N2CCCCC2)CCCCC1,100,112,99,114,120,104,101,nt
COc1cc(-c2nn(-c3cccc(NC(=O)Nc4ccc(Cl)c(C(F)(F)F)c4)c3)cc2-c2ccncc2)ccc1Cl,26,-12*,-20*,20,36,-19*,0.4*,21
CN1CCN(C)c2cnccc2C1=O,107,104,110,101,106,100,111,118
Cc1cc(=O)c2c(C)cccc2[nH]1,81,110,105,122,105,79,nt,102
COC(=O)C1NC(=S)N(c2ccccc2C)C1/C=C/c1ccccc1 (stereo unspecified),116,107,100,100,107,98,nt,nt
COc1ccc(OC)c(C(=O)Nc2cccc(-c3cc(=O)c4ccccc4o3)c2)c1,104,110,63,88,95,93,53,73
NC(=S)N/N=C\c1nccc2c(C(F)(F)F)cccc12,4.1*,15,11,12,36,19,11,nt
O=C(CNc1ccc(O)cc1)Cn1cc(COc2ccc(C=Nc3cnc4ccccc4c3)cc2)nn1,110,133,103,115,97,101,119,111
Cc1cccc(NC(=O)c2ccccc2C)c1,102,105,108,102,nt,107,103,112
CN1CCN(c2nc(NCCCCNc3ccnc4cc(Cl)ccc34)c3ccccc3n2)CC1,78,77,38,76,112,66,104,69
OC(CNC1CCCC1)Cn1c2ccccc2c2ccccc21 (stereo unspecified),31,36,24,23,103,27,60,36
COc1cc2nccc(Oc3ccc(NC(=O)C4(C(=O)Nc5ccc(F)cc5)CC4)cc3)c2cc1OC(=O)c1ccc([N+](=O)[O-])cc1,73,101,89,98,101,80,108,75
O=C1CCC(Nc2ccccn2)N1 (stereo unspecified),116,104,nt,108,99,92,101,118
N=C1NC(=O)/C(=C/c2cn(-c3ccccc3)nc2-c2ccccc2)S1,107,106,101,102,113,95,100,104
CCC(CC)=NOC(=O)Nc1ccccc1,106,108,107,102,105,98,92,104
CCOC(=O)C1=C(N)Oc2c(sc3c(C)cccc23)C1c1ccc(Cl)cc1 (stereo unspecified),23,0.8*,37,22,42,17,55,57
O=[N+]([O-])c1cc(-c2cccnc2)n[nH]1,103,77,75,80,87,96,63,50
O=CN(Cc1ccccc1)Cc1ccccc1,105,107,106,104,107,94,110,111
O=C(Nc1cccc(C(F)(F)F)c1)c1cc(-c2ccc(F)cc2F)ccc1O,10,9.9*,11,19,10.0*,7.1*,0.0*,12
Cc1ccc(C(=O)Nc2cccc(-c3cn(-c4ccc(S(N)(=O)=O)cc4)nn3)c2)cc1C(F)(F)F,93,112,55,81,114,79,113,62
CCCCCCCCCCCCNC(=O)COCc1ccccc1,104,106,97,108,92,96,100,105
NS(=O)(=O)c1ccc(NC(=O)CSc2ccc(-c3ccc(Cl)cc3)nn2)c(Br)c1,63,7.7*,3.0*,32,73,36,60,30
COc1cccc(/C=N/N(C)c2c([N+](=O)[O-])cc(C(F)(F)F)cc2[N+](=O)[O-])c1O,117,110,106,111,108,87,110,95
COC(=O)[C@]1(C)N[C@H](c2cn(-c3ccccc3)nc2-c2ccccc2)[C@@H]2C(=O)N(c3ccc(C)cc3)C(=O)[C@@H]21,82,113,nt,123,91,106,102,104
CC(C)C1CC(N(C)C)=CC(=S)N1 (stereo unspecified),117&105,116&104,99&105,110&105,111&103,98&89,103&103,106&109

# In another format: results already given
# The line under a structure holds: IGROV1 | OVCAR-3 | OVCAR-8 | DU-145 | OVCAR-5 | PC-3 | SK-OV-3 | OVCAR-4
> CCC(CC)=NOC(=O)Nc1ccccc1
→ 106 | 108 | 107 | 102 | 105 | 98 | 92 | 104
> CCOC(=O)C1=C(N)Oc2c(sc3c(C)cccc23)C1c1ccc(Cl)cc1 (stereo unspecified)
→ 23 | 0.8* | 37 | 22 | 42 | 17 | 55 | 57

# Screens from PubChem BioAssay.
